# Rev-erbA mod = modulators of human Rev-erb alpha DNA binding | P20393 | Rev-erbα–FITC-DNA binding, fluorescence polarization, 90 min | activity, % at 10 µM | actives 0.79% (n = 370,000);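 active = activity above about 14%, limit read from the data; passing the limit was not always enough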;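 also: 0% = DMSO wells with 35 nM protein and 100% = DMSO wells with 750 nM protein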
# ABHD4 inh = ABHD4 (mouse) inhibition, primary FP screen; Q8VD66; purified mABHD4, FP-Rh probe fluorescence polarization; inhibition, % at 8.92 µM; actives 0.54% (n = 370,000); AID 720543;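 active = inhibition exceeding the mean over every tested compound plus 3 SD, cut at about 30% in these data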;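 also: 0% = plate median of compound wells and 100% = S159A mutant with DMSO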
#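 Doses – 8.92 µM, single dose · Material – wild-type mouse ABHD4 protein · Replication – single well per compound (singlicate) · Measure – percent inhibition of probe binding, normalized to plate controls · Schedule – 45 min compound pre-incubation plus 60 min probe step, 25 °C · Detection – fluorescence polarization with parallel and perpendicular emission, 525/598 nm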
# UHRF1 MBD2 ctr = blocks human UHRF1 binding to methylated DNA; Q96T88; UHRF1 binding to methylated oligo, TR-FRET; inhibition, % at 4.4 µM; actives 0.75% (n = 370,000); AID 687016; in the data active = inhibition above about 21%;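 also: UHRF1 SRA domain binding a hemimethylated CpG hairpin DNA probe; 0% = median of test compound wells and 100% = reference inhibitor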
# PRMT1 inh = blocks human protein arginine methyltransferase 1. Q99873. recombinant PRMT1, activity-based probe fluorescence polarization. inhibition, % at 2.79 µM. actives 1.3% (n = 370,000);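 active = inhibition above about 21% made by adding two undisclosed values, limit read from the data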
# PG9 binder = PG9 antibody binding by small molecule | TR-FRET gp120-PG9 antibody binding | inhibition, % at 6.7 µM | actives 0.43% (n = 360,000); in the data active = inhibition above about 8.5%
# MBD2 DNA inh = MBD2-methylated oligo binding inhibition; actives 0.31% (n = 370,000); Q9UBB5; inhibition, % at 4.4 µM; TR-FRET, MBD2 binding to methylated oligonucleotide; in the data active = inhibition above about 13%
# Target sequence (Q9UBB5 whole entry, looked up): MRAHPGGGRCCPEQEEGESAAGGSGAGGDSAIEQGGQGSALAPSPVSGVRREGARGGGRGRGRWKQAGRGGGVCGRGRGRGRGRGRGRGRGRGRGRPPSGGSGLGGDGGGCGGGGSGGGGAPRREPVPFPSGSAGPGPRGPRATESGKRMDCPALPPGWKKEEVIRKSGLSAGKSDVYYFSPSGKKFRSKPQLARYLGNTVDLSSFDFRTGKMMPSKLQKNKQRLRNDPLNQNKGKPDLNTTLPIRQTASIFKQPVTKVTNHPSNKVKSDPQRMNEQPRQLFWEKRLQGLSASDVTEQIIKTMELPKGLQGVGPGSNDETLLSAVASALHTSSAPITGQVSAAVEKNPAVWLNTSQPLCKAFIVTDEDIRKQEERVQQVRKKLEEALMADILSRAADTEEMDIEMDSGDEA
# TCR-CD3 inh = inhibitors of human TCR-CD3 interaction; TAMRA-labeled TCR probe fluorescence, biochemical; inhibition, % at 9.4 µM; actives 0.37% (n = 360,000); AID 651800; in the data active = inhibition above about 19%;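 also: recombinant mutant TCR 2C K166C tagged with TAMRA read by polarization; 0% = receptor in buffer alone and 100% = receptor with positive control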
# HTRA1 inhibitor = blocks human HTRA1 serine peptidase | actives 0.5% (n = 340,000) | inhibition, % at 5.96 µM | AID 504803 | recombinant HTRA1, FP-rhodamine activity-based probe, fluorescence polarization | Q92743; in the data active = inhibition above about 36%;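 also: 0% = enzyme with DMSO and 100% = wells lacking enzyme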
# Target sequence (Q92743 whole entry, looked up): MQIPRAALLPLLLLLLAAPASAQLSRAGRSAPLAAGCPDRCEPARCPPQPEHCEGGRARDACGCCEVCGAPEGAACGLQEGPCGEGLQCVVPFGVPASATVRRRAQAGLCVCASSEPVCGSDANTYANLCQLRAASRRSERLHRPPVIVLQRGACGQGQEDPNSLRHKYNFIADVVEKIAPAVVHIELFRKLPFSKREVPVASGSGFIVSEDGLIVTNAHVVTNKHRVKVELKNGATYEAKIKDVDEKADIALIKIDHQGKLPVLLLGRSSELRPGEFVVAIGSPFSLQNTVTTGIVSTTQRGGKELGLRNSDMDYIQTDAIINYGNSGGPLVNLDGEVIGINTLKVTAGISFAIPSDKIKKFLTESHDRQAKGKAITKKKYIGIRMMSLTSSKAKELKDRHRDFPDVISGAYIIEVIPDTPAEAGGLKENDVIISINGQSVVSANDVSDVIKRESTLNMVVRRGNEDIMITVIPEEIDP
# rCAG RNA binder = molecules binding r(CAG) RNA repeats | r(CAG) RNA repeat, TO-PRO-1 dye displacement fluorescence | AID 651821 | actives 1.3% (n = 370,000) | inhibition, % at 3 µM;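 active = inhibition above the plate cutoff, the mean of all test compounds on that plate plus 3 SD, cut at about 35% in these data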;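 also: 0% = DMSO alone and 100% = 100 µM mitoxantrone as full dye displacement; higher means more dye released from RNA so lower well fluorescence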
# LEDGF integ inh = blocks HIV-1 LEDGF/p75-dependent DNA integration. TR-FRET IN-LEDGF/p75 DNA integration, Eu/Cy5. inhibition, % at 3.7 µM. actives 0.64% (n = 370,000);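 active = inhibition above the screen-wide mean plus 3 SD, cut at about 13% in these data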;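 also: signal is the Cy5 over europium emission ratio at 671 and 618 nm; 0% = plate median of compound wells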
# Active calls of the source: *; / = not tested or not shown. A portion of the library; count on the stated rates, not on these rows.
SMILES,Rev-erbA mod,ABHD4 inh,UHRF1 MBD2 ctr,PRMT1 inh,PG9 binder,MBD2 DNA inh,TCR-CD3 inh,HTRA1 inhibitor,rCAG RNA binder,LEDGF integ inh
O=C(OCCNc1ncc(C(F)(F)F)cc1Cl)c1ccc(S(=O)(=O)N2CCOCC2)cc1,6,-11,2,0,-3.8,0,3,-27,-4,-2
Cc1oc(-c2cccc(Cl)c2)nc1CN1CCCC(C(=O)NCc2ccco2)C1 (configuration not stated),0,-3,-2,2,1.0,2,-8,0,-9,-6
CC(C)C[C@H]1COc2cc(Br)ccc2S(=O)(=O)N1Cc1cn(CCC2OCCO2)nn1,-6,-8,3,-1,/,-3,/,/,1,4
CCOc1ccc(NC(=O)CCc2nnc3ccc(N4CCN(C)CC4)nn23)cc1,-5,-6,1,-5,0.1,1,-1,5,-3,3
COc1ccc(-c2nn(-c3ccccc3)cc2/C=C2/SC(=S)N(Cc3ccco3)C2=O)c(C)c1,4,-4,-1,0,0.1,-2,10,-21,12,2
O=C(NCc1cccs1)C1CCCN1C(=O)Nc1cccc(F)c1 (configuration not stated),2,1,13,1,0.5,5,4,0,0,0
Cc1scc(C(=O)N2CCN(c3ccc(Cl)cc3)CC2)c1C,-1,-8,2,10,-0.7,7,-14,-7,-6,1
CCn1c(SCC(=O)N2CCN(C)CC2)nc2c1c(=O)n(C)c(=O)n2C,-1,0,0,-1,0.4,-1,4,0,8,1
COc1cccc(-n2nc(-c3ccnn3-c3ccccc3)c(=O)n(C)c2=O)c1,2,0,-1,0,-2.9,-2,8,-8,-7,-3
COc1ccc(CCNC(=O)COC(=O)C2CCCCC2)cc1,-7,3,1,4,-1.5,-6,6,-2,-7,-1
COc1ccc(CN2CCN(C(=O)CC(C)C)CC2)cc1,-3,3,-1,-2,-1.2,-3,-1,3,-3,0
COc1ccc(N(CC(=O)NCc2ccc3c(c2)OCO3)S(=O)(=O)c2ccccc2[N+](=O)[O-])c(OC)c1,3,3,-1,5,-2.1,-5,4,-5,3,0
Cc1cc(C)c(OCCNCc2ccccc2)c(C)c1,1,11,1,-4,0.4,-2,-1,4,-4,4
C/C(=N\O)c1cc(Cl)cc(Cl)c1O,-6,7,2,1,1.7,1,-4,1,-2,-1
O=S(=O)(/C=C/c1ccccc1)N1CCN(c2nc(-c3ccccc3)nc3ccccc23)CC1,10,4,2,3,0.2,2,-3,-27,3,0
O=C1OCCN1CCNCc1cn(-c2ccc(F)cc2)nc1-c1ccccc1Cl,1,1,0,2,-0.4,-2,2,-8,-1,-4
CC1CCN(c2nc(-c3ccccc3)cc(C(F)(F)F)n2)CC1,2,-5,7,4,0.7,5,1,-5,2,0
CCC(=O)c1ccc(N2CCN(C(=O)c3cc([N+](=O)[O-])ccc3F)CC2)c(F)c1,-7,2,7,-2,-0.9,-3,-4,-1,-4,2
O=C(O/N=C1\C(=O)N(c2ccccc2)c2ccccc21)C1CC1,5,-5,0,3,-1.6,-2,6,-9,2,4
OC(c1cccc(Cl)c1)c1nc(-c2cnc3ccccc3c2)cs1 (configuration not stated),8,-40,2,1,-0.7,-2,-2,/,5,-5
Cc1ccc(S(=O)(=O)NCCCNS(=O)(=O)c2ccccc2Br)cc1,-6,-7,-1,-7,-0.9,0,7,0,1,-3
COc1ccc(CCN2C(=O)c3[nH]nc(-c4ccccc4O)c3C2c2cccc(Cl)c2)cc1 (configuration not stated),4,-33,1,-1,1.3,1,4,-77,20,-3
Cc1ccc(C)c(C(=O)OCC(=O)Nc2cccc(S(=O)(=O)N3CCCCC3)c2)c1,-3,-89,-1,-1,0.8,0,1,-69,10,-2
Cc1ccc(S(=O)(=O)N(C)CC(=O)NCCCn2ccnc2)cc1,0,2,0,2,-0.7,1,0,1,0,1
CC(=O)c1cccc(-c2ccc3c(c2)C(C)(Cc2ccc(S(C)(=O)=O)cc2)C(=O)N3)c1 (configuration not stated),4,-10,0,-1,2.3,-5,-6,/,2,48*
COc1ccc(NC(=O)CC2CCCCC2)cc1OC,-1,8,0,-1,0.5,3,-4,-2,-3,1
N#CCN(C(=O)CSc1nnc(C2CC2)n1C1CC1)c1ccccc1,0,3,-2,-5,-1.6,-2,-5,3,4,2
CCN(CC)C(=O)Cn1nnc(-c2ccc(C)o2)n1,1,6,-2,3,-3.2,4,-5,3,9,-1
CN(CC(=O)NCc1ccco1)S(=O)(=O)c1ccc(F)cc1,-7,5,0,1,-0.1,0,-5,0,1,-3
NC(=O)CC(NC(=O)Cc1cccc2ccccc12)c1ccc(NCc2ccccn2)c([N+](=O)[O-])c1 (configuration not stated),3,-1,-2,0,-2.2,-9,4,-5,6,1
CCOC(=O)c1ccccc1NC1c2ccccc2C(=O)N1c1cc(C)ccn1 (configuration not stated),7,-2,1,4,2.4,3,6,-38,1,0
O=C(Nc1ccc(OC(F)(F)F)cc1)Nc1c(-c2ccc(F)cc2)nc2ncccn12,-2,3,0,4,/,-1,/,/,8,5
COC(=O)c1ccsc1NC(=O)CS(=O)(=O)c1ccccc1,2,-2,-1,-3,-1.0,1,-2,-6,7,-4
COc1ccc(-c2nnc(N)s2)cc1,-1,-4,3,4,1.2,-1,-4,6,3,3
O=C(c1ccc(Br)o1)N1CCN(c2ccc3nnc(-c4ccccc4)n3n2)CC1,0,1,-2,-2,-0.4,-3,6,-5,2,1
COCCNC(=O)C(=O)NCC1OCCN1S(=O)(=O)c1cccs1 (configuration not stated),-8,-2,2,8,0.7,-3,-8,3,7,-3
Cc1ccc2c(c1)=C(c1sc(N(C)c3ccc(O)cc3)nc1O)C(=O)N=2,-9,19,-3,-1,-2.3,2,-1,-3,25,3
CCCN(C(=O)COc1ccc(Cl)cc1Cl)c1c(N)n(Cc2ccccc2)c(=O)[nH]c1=O,-2,-21,-2,-1,-0.3,2,3,-22,19,-5
N#Cc1c(-c2ccccc2)cc(-c2ccccc2)nc1SCc1nnc(-c2ccccc2)o1,50*,5,3,0,0.2,5,2,15,-2,1
CC1(c2ccccc2)NC(=O)N(Cc2ccc([N+](=O)[O-])cc2)C1=O (configuration not stated),0,-3,0,0,-1.5,0,3,3,-3,-2

# Laid out differently: 15 of the compounds above
# Each structure is followed by: Rev-erbA mod	ABHD4 inh	UHRF1 MBD2 ctr	PRMT1 inh	PG9 binder	MBD2 DNA inh	TCR-CD3 inh	HTRA1 inhibitor	rCAG RNA binder	LEDGF integ inh
- CC(=O)c1cccc(-c2ccc3c(c2)C(C)(Cc2ccc(S(C)(=O)=O)cc2)C(=O)N3)c1 (configuration not stated)
  4	-10	0	-1	2.3	-5	-6	/	2	48*
- COc1ccc(NC(=O)CC2CCCCC2)cc1OC
  -1	8	0	-1	0.5	3	-4	-2	-3	1
- N#CCN(C(=O)CSc1nnc(C2CC2)n1C1CC1)c1ccccc1
  0	3	-2	-5	-1.6	-2	-5	3	4	2
- CCN(CC)C(=O)Cn1nnc(-c2ccc(C)o2)n1
  1	6	-2	3	-3.2	4	-5	3	9	-1
- CN(CC(=O)NCc1ccco1)S(=O)(=O)c1ccc(F)cc1
  -7	5	0	1	-0.1	0	-5	0	1	-3
- NC(=O)CC(NC(=O)Cc1cccc2ccccc12)c1ccc(NCc2ccccn2)c([N+](=O)[O-])c1 (configuration not stated)
  3	-1	-2	0	-2.2	-9	4	-5	6	1
- CCOC(=O)c1ccccc1NC1c2ccccc2C(=O)N1c1cc(C)ccn1 (configuration not stated)
  7	-2	1	4	2.4	3	6	-38	1	0
- O=C(Nc1ccc(OC(F)(F)F)cc1)Nc1c(-c2ccc(F)cc2)nc2ncccn12
  -2	3	0	4	/	-1	/	/	8	5
- COC(=O)c1ccsc1NC(=O)CS(=O)(=O)c1ccccc1
  2	-2	-1	-3	-1.0	1	-2	-6	7	-4
- COc1ccc(-c2nnc(N)s2)cc1
  -1	-4	3	4	1.2	-1	-4	6	3	3
- O=C(c1ccc(Br)o1)N1CCN(c2ccc3nnc(-c4ccccc4)n3n2)CC1
  0	1	-2	-2	-0.4	-3	6	-5	2	1
- COCCNC(=O)C(=O)NCC1OCCN1S(=O)(=O)c1cccs1 (configuration not stated)
  -8	-2	2	8	0.7	-3	-8	3	7	-3
- Cc1ccc2c(c1)=C(c1sc(N(C)c3ccc(O)cc3)nc1O)C(=O)N=2
  -9	19	-3	-1	-2.3	2	-1	-3	25	3
- CCCN(C(=O)COc1ccc(Cl)cc1Cl)c1c(N)n(Cc2ccccc2)c(=O)[nH]c1=O
  -2	-21	-2	-1	-0.3	2	3	-22	19	-5
- N#Cc1c(-c2ccccc2)cc(-c2ccccc2)nc1SCc1nnc(-c2ccccc2)o1
  50*	5	3	0	0.2	5	2	15	-2	1

# Remaining list, next part.
SMILES,Rev-erbA mod,ABHD4 inh,UHRF1 MBD2 ctr,PRMT1 inh,PG9 binder,MBD2 DNA inh,TCR-CD3 inh,HTRA1 inhibitor,rCAG RNA binder,LEDGF integ inh
CC(=O)c1ccc(N2CCN(C(=O)c3ccco3)CC2)c(F)c1,-4,6,0,1,0.4,-2,-5,3,-2,-2
Cc1nc2sc(C(c3cccc(F)c3)N3CCCCC3)c(O)n2n1 (configuration not stated),-4,17,0,2,-0.9,4,-2,0,-4,1
CCCNC(=O)C1CC(=O)N(c2ccc(OCC(=O)Nc3cc(C)cc(C)c3)cc2)C1 (configuration not stated),-4,1,1,2,0.5,3,-3,5,-2,1
O=C1NC(c2ccncc2)Nc2sc3c(c21)CCCC3 (configuration not stated),-2,9,2,9,0.9,4,0,2,1,-3
CC1(C(=O)NCC2CC2)Cc2c(-c3ccccc3)ccnc2O1 (configuration not stated),3,3,0,-1,0.0,2,-3,/,-1,-1
O=C(C1=C(O)C(=O)N(Cc2cccnc2)C1c1ccccn1)c1cccs1 (configuration not stated),-4,2,-2,3,-3.3,0,4,-4,1,0

# High-throughput results deposited in PubChem by several laboratories.
